Screening data deposited in PubChem BioAssay by National Center for Advancing Translational Sciences (NCATS).
LDHA block: blocks human lactate dehydrogenase A. 480,000 tested, 0.15% active. activity change, % (values are at about 110 or 230 µM). purified LDHA, NADH/diaphorase-resazurin fluorescence; stronger effect = lower value. AID 1347041. P00338; in the data active = activity change below about -30%; inconclusive = mostly about -25% to -30%;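 note: plate controls were DMSO wells for no effect and wells without enzyme for full effect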
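Human LDH5 at 2 nM final in Tris HCl pH 7.4 with 0.06 mM NADH and 0.2 mM pyruvate, reacted 5 minutes at room temperature. Remaining NADH coupled via diaphorase/resazurin; resorufin fluorescence read at 0 and 20 minutes, normalized to enzyme-free and DMSO wells.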
12-LOX inh: inhibitors of human 12S-lipoxygenase ALOX12 | purified 12hLO, xylenol orange hydroperoxide absorbance | Potency, µM (doses to about 108 µM), for inactives: at the top dose activity change, negative = inhibition, hits mostly inhibitors | 580,000 tested, 1.1% active | AID 1671190; active = well fitted inhibition curve with a large enough effect; inconclusive = small, poorly fitted or top-dose-only effect, or another doubt; inactive = no such curve, though single readings can be large or run the other way; note: potency is the fitted concentration of half-maximal effect
Target sequence (P18054 whole entry, looked up): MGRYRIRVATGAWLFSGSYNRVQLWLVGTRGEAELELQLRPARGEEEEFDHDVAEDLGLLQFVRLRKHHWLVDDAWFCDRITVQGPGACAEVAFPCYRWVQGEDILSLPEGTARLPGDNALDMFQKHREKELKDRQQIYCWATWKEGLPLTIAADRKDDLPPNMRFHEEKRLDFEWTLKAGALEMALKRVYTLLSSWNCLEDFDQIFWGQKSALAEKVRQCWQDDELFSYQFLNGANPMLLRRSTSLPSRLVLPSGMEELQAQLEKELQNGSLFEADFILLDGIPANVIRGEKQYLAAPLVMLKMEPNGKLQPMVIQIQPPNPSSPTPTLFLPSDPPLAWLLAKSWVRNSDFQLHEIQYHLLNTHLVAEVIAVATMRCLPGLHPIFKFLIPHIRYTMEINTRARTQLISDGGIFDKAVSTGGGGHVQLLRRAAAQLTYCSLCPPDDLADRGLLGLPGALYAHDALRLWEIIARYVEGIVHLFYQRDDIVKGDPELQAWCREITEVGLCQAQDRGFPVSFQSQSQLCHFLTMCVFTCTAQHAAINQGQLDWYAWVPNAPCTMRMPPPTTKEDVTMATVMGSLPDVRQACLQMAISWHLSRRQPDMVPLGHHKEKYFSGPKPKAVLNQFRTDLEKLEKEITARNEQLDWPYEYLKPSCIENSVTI
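Purified human 12hLO at 150 nM in 25 mM Hepes, 0.01% Triton X-100, pH 7.0, preincubated 15 min at room temperature with compound. Reaction started with 40 uM arachidonic acid, 30 min at room temperature. Hydroperoxide measured by Fe-xylenol orange, 573/405 nm absorbance ratio.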
Active calls of the source: *; ? = inconclusive; [ ] = another dose, or the depositor's remark. Unless noted, % is set by controls: 0 for no effect and ±100 for the full control effect. A portion of the library; count on the stated rates, not on these rows.

SMILES,12-LOX inh,LDHA block
NC(=O)c1ccsc1NC(=O)COC(=O)COc1ccc2c(c1)CCC2,?,-3.3
CC1(C(=O)NCc2ccccc2)CN(S(C)(=O)=O)CC(=O)N1CCc1c[nH]c2ccccc12 (stereo unspecified),0.0%,2.1
COc1ccc(/C=C(\C#N)C(=O)C(C)(C)C)cc1Br,-37.2%,12.0
CC(Oc1ccc2c(-c3ccccc3)cc(=O)oc2c1)C(=O)NC1CC(C)(C)NC(C)(C)C1 (stereo unspecified),-16.5%,-9.6
O=C(/C=C/c1ccccc1Cl)Nc1ccc(-c2ccccc2)cc1,4.2%,8.3
COc1cc(C)cc2oc(=O)c(CC(=O)Nc3ccc(Cn4cncn4)cc3)c(C)c12,0.2%,-4.2
Cc1[nH]c2ccccc2c1C(=O)COC(=O)c1cc2ccccc2[nH]1,?,-20.0
COC(=O)c1ccccc1NC(=O)CSc1nncc2ccccc12,?,-3.6
CC(Sc1nnc(-c2c[nH]c3ccccc23)o1)C(=O)N1CCNC1=O (stereo unspecified),-36.5%,5.3
CCN1CCc2c(sc(NC(=O)Nc3cccc(C)c3)c2C(N)=O)C1,?,17.1
Cc1cc(Br)ccc1NC(=O)CN(C)C(=O)Cc1csc(-c2ccc(F)cc2)n1,?,2.5
CCCC1(CCC)NC(=O)N(Cc2ncc(-c3ccccc3)o2)C1=O,1.6%,-14.1
CC1CCC2C3(C)COC(C)(C)OC3CC[C@]2(C)[C@@]12CCC1(CCOC1)O2 (stereo partly specified),7.0%,2.0
c1cncc(-c2nc(Oc3cccc4ccccc34)c3ccccc3n2)c1,-11.3%,4.0
CCOc1ccccc1NC(=O)CC1C(=O)Nc2ccccc2N1C(=O)c1ccccc1OC (stereo unspecified),-18.6%,6.0
Cc1ccc(C(=O)NC(O)C(=O)c2ccc(F)cc2)cc1 (stereo unspecified),-0.5%,-1.7
Cc1cc(=O)oc2cc(OCC(=O)NC(=O)NC3CCCCC3)ccc12,-5.9%,1.3
N#C/C(=C/c1cccc(C#N)c1)c1nc2ccccc2[nH]1,32.1%[activator],0.8
CCN(Cc1ccccc1)C(=O)c1cn(-c2cccc(Cl)c2)nn1,?,10.1
CCCC[C@@H]1Cc2[nH][nH]c(=O)c2[C@@H](c2ccc(Cl)cc2)O1,11.9%,-1.9
CNc1nc2c(c(=O)n(C)c(=O)n2C)n1CCc1ccccc1,?,-0.4
Brc1ccc(C2OCC3(CO2)CC2C=CC3C2)cc1 (stereo unspecified),-3.2%,4.6
O=C(Nc1ccc(Cl)cc1F)C12CC3CC(CC(C3)C1)C2,-36.3%,13.1
Cc1cc(C)cc(C(=O)N(Cc2ccncc2)C2CC2)c1,25.7%,17.7
Cn1c(=O)[nH]c(=O)c2c1nc(N1CCN(Cc3ccccc3F)CC1)n2CCCc1ccccc1,-2.5%,-5.1
CCCCCc1ccc(C(C)=O)cc1,15.0%,-0.6
CCOc1ccc(CN(C)Cc2cc(=O)oc3cc(C)ccc23)cc1,?,-21.2
O=[N+]([O-])c1cc(S(=O)(=O)Nc2ccccc2)ccc1N/N=C/c1cn(-c2ccccc2)nc1-c1ccccc1,-17.4%,-7.1
CC1CN(C(=O)CCc2ncc(-c3ccc(Cl)cc3)o2)CCO1 (stereo unspecified),-18.2%,13.0
COc1ccc(-c2nc(C)c(C(=O)N3CCN(C(C#N)c4ccc(F)cc4)CC3)s2)cc1 (stereo unspecified),23.2%,2.2
CC(C)C(=O)NC1CCCN(C(=O)c2cc(=O)[nH]c3ccccc23)C1 (stereo unspecified),?,-0.2
O=C(Cc1cccc2ccccc12)N(Cc1cccc2[nH]ccc12)C1CC1,1.6%,-0.6
COc1ccc2cc(C(=O)N3CCNC(=O)C3)c(C)nc2c1,1.7%,3.3
CCCN1Cc2cccc(C(=O)Nc3cc(Cl)ccc3Cl)c2C1=O,42.2%[activator],-12.7
CC(=O)N1CCN(C(=O)c2cccc3c(=O)c(C)c(-c4ccccc4)oc23)CC1,3.7%,-9.1
O=C(NCc1ccccc1)C1c2ccccc2OCC(=O)N1Cc1ccco1 (stereo unspecified),-1.1%,-4.6
O=C(NCC(c1cccs1)N1CCCCCC1)c1cc(=O)c2cc(Br)ccc2o1 (stereo unspecified),27.3%,-0.6
O=C(CSc1nc(=O)n(Cc2ccco2)c2c1CCC2)NCc1ccco1,?,-10.5
CC(C)CNC(=O)c1cccc(NC(=O)C2CCCCC2)c1,-27.1%,-0.8
Cc1ccc(C)c(C(=O)OCC(=O)c2c[nH]c3ccccc23)c1,60.0%[activator],1.4
COc1ccccc1OCCn1c(NC(=O)c2ccco2)nc2ccccc21,-13.3%,-12.4
CC(CC#N)NC(=O)c1cc2ccccc2cc1NC(=O)OC(C)(C)C (stereo unspecified),-1.9%,8.4
N#C/C(=C/c1ccc(OCCOc2ccccc2)cc1)c1ccc(Cl)cc1Cl,?,-0.6
O=C(Nc1ccccc1SC1CCCC1)c1ccccn1,14.9%,2.8
CCCCCCc1ccc(OC(=O)c2cncc(Br)c2)cc1,-4.2%,-2.4
COCCN1C(=O)COc2ccccc2C1C(=O)NC1CCCCC1 (stereo unspecified),-10.2%,-0.9
COCCCn1c(C)cc(C(=O)COc2ccc3ccc(=O)oc3c2)c1C,-0.9%,7.4
O=C(CC1CCCC1)Nc1ccc2c(c1)-c1ccccc1C2,8.9%,2.3
Cc1ccc(NC(=O)C2CC2)cc1NC(=O)C1(C)CC1(Cl)Cl (stereo unspecified),?,4.8
CCCCS(=O)(=O)/C=C/C1C2C=CC(C2)C1S(=O)(=O)CCCC (stereo unspecified),?,-0.1
NC(=S)N/N=C1\CCCC\C1=C/c1ccco1,?,11.6
Cc1sc(NC(=O)c2ccccc2)c(C(c2cccs2)N2CCN(C)CC2)c1C (stereo unspecified),?,0.0
O=S(=O)(Cc1ccc(Cl)cc1)c1nc2ccccc2nc1N1CCCC1,?,3.1
CC(NC(=O)CCc1ncc(-c2ccccc2)o1)c1ccc(Cl)cc1 (stereo unspecified),?,-1.5
COc1ccc(OC)c(NC(=O)COc2c(C)cc(C)cc2C)c1,?,8.4
CC(=O)Oc1ccc(OC(C)=O)c2ccccc12,?,22.0
NNC(=O)Nc1ccccc1,25.1%,10.6
O=C(CN1C2=NCCN2c2ccccc21)c1ccc(Cl)cc1,3.9%,-8.7
NC(=O)NCc1ccc(C(=O)NNC(=O)c2c[nH]c3ccccc23)cc1,?,3.8
S=C(NCCCCCCNC(=S)Nc1cccc(Cl)c1)Nc1cccc(Cl)c1,15.8µM*,-0.3

Following part.
SMILES,12-LOX inh,LDHA block
CC1(C)CC(=O)C2=C(C1)OC(=O)CC2c1cccc2ccccc12 (stereo unspecified),32.5%,4.6
CCCCN(C1CCS(=O)(=O)C1)S(=O)(=O)c1ccc(OC)c(C)c1 (stereo unspecified),9.4%,-0.4
Cc1cccc(-c2cc(Nc3ccc(SC#N)cc3)nc(C)n2)c1,-29.5%,-1.5
S=C(Nc1ccc(Cl)cc1)NC1CC1,-13.5%,2.4
CCOc1ccc(C(C)NC(=O)CC2Sc3ccccc3NC2=O)cc1OCC (stereo unspecified),-18.5%,6.8
CCCc1cc(=O)oc2c(C)c(OCC(=O)c3ccc(OC)cc3)ccc12,?,-3.9
CC(C)N(CC(=O)NC(N)=O)Cc1ccccc1,?,-1.7
O=C(Nc1ccc(-c2nc3ccccc3o2)cc1)c1cc([N+](=O)[O-])ccc1Cl,-11.6%,1.0
C=C(C)COc1ccc2c(=O)c(Oc3ccc(OC)cc3)c(C)oc2c1,37.8%[activator],19.0
Cc1cc(S(=O)(=O)c2cc3cc(F)cc(F)c3oc2=O)ccc1F,?,2.2
Cc1oc(-c2nc(C#N)c(N3CCCCC3)o2)cc1S(=O)(=O)N(C)C,6.5%,2.2
CC(C)Cc1nnc(NC(=O)c2cccc3c2ccn3C)s1,17.9%,10.0
CCCCCn1c(CCC(=O)NCc2cccc(OC)c2)nc2c1c(=O)[nH]c(=O)n2CCCC,1.9%,3.6
CNC(=S)NNC(=O)c1ccc(C)s1,24.0%,-12.7
FC(F)(F)c1cc(Cl)c2nc(-c3ccc(Cl)cc3)c(Cc3ccsc3)n2c1,0.0%,4.6
COc1cccc(CNC(C)c2ccccc2)c1 (stereo unspecified),-48.0%,-1.3
CCOC(=O)C1=C(N)Oc2c(oc(CO)cc2=O)C1c1cccc(F)c1 (stereo unspecified),-6.8%,-23.5
O=C(CSc1nnc(C2CCCCC2)n1-n1cccc1)Nc1ccccc1,-29.3%,8.3
COc1cc(SC)ccc1C(=O)N1CC(C)CC(C)C1 (stereo unspecified),-37.6%,-1.0
O=C(CSc1ncnc2ccccc12)Nc1cccc(C(F)(F)F)c1,11.0%,8.8
CCc1c(C)sc(NC(=O)c2cccc(Cl)c2)c1C#N,0.0%,8.5
Cc1ccccc1CN1CCC(CNC(=O)Nc2cn(CC(C)C)c(=O)c3ccccc23)CC1,?,-24.4
CCCNC(=S)NNC(=O)CCC,1.9%,4.8
CC(NC(=O)/C(=C\c1ccc(Br)cc1)NC(=O)c1ccc(Br)o1)C(=O)O (stereo unspecified),?,6.5

Compounds shown so far with a CF3 group (two):
SMILES,12-LOX inh,LDHA block
FC(F)(F)c1cc(Cl)c2nc(-c3ccc(Cl)cc3)c(Cc3ccsc3)n2c1,0.0%,4.6
O=C(CSc1ncnc2ccccc12)Nc1cccc(C(F)(F)F)c1,11.0%,8.8

2 entries from above in another layout:
CNC(=S)NNC(=O)c1ccc(C)s1
  12-LOX inh = 24.0%
  LDHA block = -12.7

FC(F)(F)c1cc(Cl)c2nc(-c3ccc(Cl)cc3)c(Cc3ccsc3)n2c1
  12-LOX inh = 0.0%
  LDHA block = 4.6

(listing goes on)
SMILES,12-LOX inh,LDHA block
Cc1cccc(OC(C)C(=O)Nc2cccc3cccnc23)c1C (stereo unspecified),1.4%,2.6
CC(C)c1ccc(C(NC(=O)c2nn(C)c(=O)c3ccccc23)c2cccs2)cc1 (stereo unspecified),1.3%,5.7
COc1cc(S(=O)(=O)NC(c2ccc(F)cc2)c2cccs2)ccc1NC(C)=O (stereo unspecified),0.8%,5.1
COc1cccc2c(C)nc(Nc3nc(-c4ccccc4)cc(=O)[nH]3)nc12,-0.3%,-1.4
CCN(CC(=O)NC(C)C)C(=O)Cn1c(=O)c2c(ncn2CC(C)C)n(Cc2ccccc2)c1=O,0.5%,-2.7
CC(=O)Nc1ccc(NC(=O)c2ccc3ccccc3n2)cc1,?,-15.5
Cc1ccc(S(=O)(=O)c2cnc3cc4c(cc3c2N2CCOCC2)OCCO4)cc1,-38.4%,1.2
Cn1nc(C(=O)N2CCN(CC(=O)N3CCCC3)CC2)c2ccccc2c1=O,-0.8%,-0.8
COCCn1c(SCc2ccc(OC)c(F)c2)nnc1-c1ccc(Cl)cc1,?,1.0
COc1ccc2nc(NC(=O)c3cc(-c4ccccc4)on3)sc2c1,5.2%,-3.1
Cc1oc(-c2ccccc2)nc1C(=O)Nc1ccc(S(=O)(=O)NC2CC2)cc1,2.0%,11.5
O=C(C1=C(c2ccccc2)SCCO1)N(Cc1cccc2ccccc12)C1CCS(=O)(=O)C1 (stereo unspecified),-9.0%,0.1

Single records, as listed above. Order of screens: 12-LOX inh, LDHA block
Entry for Cc1oc(-c2ccccc2)nc1C(=O)Nc1ccc(S(=O)(=O)NC2CC2)cc1 → 2.0%, 11.5
Entry for CC(=O)Nc1ccc(NC(=O)c2ccc3ccccc3n2)cc1 → ?, -15.5

Next section.
SMILES,12-LOX inh,LDHA block
CCN1CCCC1CNC(=O)C1CCN(S(=O)(=O)c2ccc3c(ccn3CC)c2)CC1 (stereo unspecified),?,5.2
Cc1ccccc1NC(=O)C(C#N)=C1CCCCCCC1,-26.9%,12.8
O=C(Nc1ncn(Cc2c(F)cccc2Cl)n1)c1ccn(COc2ccc(Cl)cc2)n1,71.2%[activator],12.5
CN(C)N1C(=O)CC(c2ccc(F)cc2)C2=C1CC(C)(C)CC2=O (stereo unspecified),43.4%[activator],3.0
CCc1nc(NCC2CCCO2)c(C#N)c2c1CCCC2 (stereo unspecified),-38.0%,10.1
CCN(CC)c1ccc(/C=N/N(c2ccccc2)c2ccccc2)cc1,-12.9%,7.5
CN(CCO)C(C(=O)Nc1ccc(F)cc1)c1ccccc1 (stereo unspecified),-22.1%,12.3
